# Dengue-2 NS5 capping = Dengue-2 NS5 methyltransferase inhibitors, primary screen, biochemical, confirmation dose response (AID 588689). inhibition, % at 25 µM, or IC50 in µM where a hit was titrated. Dengue-2 NS5 methyltransferase capping enzyme assay, biochemical; higher % means a stronger effect. Genome polyprotein (Dengue virus type 2 (strain 16681-PDK53)). hit rate 0.3% among 340,000; in the data active = a potency from the dose series; inconclusive = inhibition above about 29% without an active follow-up result
# Large T inhibition = SV40 large T antigen inhibitors, biochemical (AID 1903); SV40 large T antigen ATPase/helicase inhibition assay; higher % means a stronger effect; inhibition, % at 20 µM; hits with a dose series show IC50 in µM; hit rate 0.39% among 310,000; in the data active = a potency from the dose series; inconclusive = inhibition mostly from about 32% at the one dose, without a potency; inactive = the rest, 99 in 100 with inhibition below about 32%; note: strong numbers were not always called active
# West Nile antiviral = West Nile virus antiviral activity, cell-based, CPE readout (AID 1621); one-dose CPE inhibition, % at 10 µM; IC50 in µM for titrated hits; West Nile virus-infected cells, CPE inhibition; higher % means a stronger effect; hit rate 0.02% among 290,000; in the data active = a potency from the dose series; inconclusive = CPE inhibition mostly from about 3.7% at the one dose, without a potency; inactive = the rest, 99 in 100 with CPE inhibition below about 2.2%; note: strong numbers were not always called active
# RSV CPE inhibition = RSV antiviral activity via CPE protection, HEp-2 cells, primary 10 µM value included (AID 2391); HEp-2 cells, RSV-induced CPE inhibition; higher % means a stronger effect; CPE inhibition, % at 10 µM, or IC50 in µM where a hit was titrated; hit rate 0.13% among 310,000; in the data active = a potency from the dose series; inconclusive = CPE inhibition mostly from about 23% at the one dose, without a potency; inactive = the rest, 99 in 100 with CPE inhibition below about 21%; note: strong numbers were not always called active
# NTR1 ag = agonists of NTR1, primary screen, imaging, U2OS cells, beta-arrestin-GFP, high content (AID 493036); Neurotensin receptor type 1 (Homo sapiens), P30989; NTR1-U2OS beta-arrestin-GFP spot imaging, agonist mode; activation, % at 20 µM; hit rate 0.17% among 330,000;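 active = activation at or above 40% of the spot to cytoplasm intensity ratio, with at least 20 cells analyzed; inconclusive = wells under 20 cells, flagged as cytotoxic or low count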;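 note: 0% = DMSO without peptide and 100% = 100 nM NTR1 peptide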
# Target sequence (P30989 whole entry, looked up): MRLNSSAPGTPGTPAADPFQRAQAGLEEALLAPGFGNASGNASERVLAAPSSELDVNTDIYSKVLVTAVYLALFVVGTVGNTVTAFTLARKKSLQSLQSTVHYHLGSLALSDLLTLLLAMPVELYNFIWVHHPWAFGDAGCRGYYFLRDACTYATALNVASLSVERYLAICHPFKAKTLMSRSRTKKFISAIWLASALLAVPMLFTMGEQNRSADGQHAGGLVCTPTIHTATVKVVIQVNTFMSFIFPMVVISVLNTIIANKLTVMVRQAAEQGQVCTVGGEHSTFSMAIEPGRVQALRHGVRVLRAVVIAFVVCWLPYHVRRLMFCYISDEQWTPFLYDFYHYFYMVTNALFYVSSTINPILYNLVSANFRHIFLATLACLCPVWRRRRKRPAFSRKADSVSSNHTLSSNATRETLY
# T cell modulator = modulators of CD8 T cell-vesicle binding, primary screen, mouse 2C CD8+ T cells, flow cytometry; 2C CD8+ T cell-vesicle binding; active compounds read low; calls only at 7 µM; hit rate 0.068% among 330,000;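 active = response, share of CD8 T cells binding vesicles, and their 90th percentile fluorescence all below set limits, cut at about 80% in these data, passing the limit was not always enough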
#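 System: murine 2C transgenic CD8+ T lymphocytes; also added: QL9-loaded Drosophila micro-vesicles; times: binding 1.5 h at 37 °C; measured by: flow cytometry, PE anti-B7-1 (FL2) versus Alexa647 anti-CD8 (FL8), PFA-fixed; control set: Peptide-free naked vesicles (low) and QL9 vesicles with 0.7% DMSO vehicle (high)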
# Salmonella PhoP GFP = inhibitors of PhoP regulon expression, primary screen, Salmonella Typhimurium, GFP reporter (AID 1863) | one-dose inhibition, % at 50 µM; IC50 in µM for titrated hits | S. Typhimurium PhoP-regulated promoter GFP reporter, 4 h; higher % means a stronger effect | hit rate 0.16% among 300,000;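 active = inhibition over 29.93%, a cutoff 3 SD above the screen mean, later confirmed by dose response; inconclusive = inhibition over 29.93% but no dose response follow-up; inactive = inhibition at most 29.93% or unconfirmed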;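 note: 0% = low Mg2+ inducing control and 100% = high Mg2+ repressing control; strong numbers were not always called active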
# K1F lysis inhibition = inhibition of K1F phage lysis, E. coli UTI89, bacterial capsule biogenesis inhibitors, alamar blue (AID 488966); E. coli UTI89 K1F phage lysis, alamar blue, 2 h; higher % means a stronger effect; hit rate 0.02% among 340,000; one-dose inhibition, % at 100 µM; IC50 in µM for titrated hits;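 active = phage lysis inhibition, versus mean bacterial control, above a set limit; inconclusive = no clear call, values can overlap the other calls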;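 note: capsule biogenesis inhibitors block K1F phage lysis so surviving cells raise fluorescence; higher fluorescence means more inhibition of phage lysis; actives were called in the ten point dose series up to 300 µM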
# MgcRacGAP inhibition = MgcRacGAP GTPase-activating activity inhibitors, confirmation, biochemical, ADP Hunter fluorescence; Rac GTPase-activating protein 1 (Homo sapiens); MgcRacGAP-stimulated Rac1 GTP hydrolysis, ADP Hunter fluorescence; higher % means a stronger effect; GST-tagged Rac1 F28L mutant substrate; inhibition, % at 30 µM, or IC50 in µM where a hit was titrated; hit rate 0.6% among 340,000; AID 624330, 2012;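 active = first-screen hits whose inhibition reached a set limit at any dose in the follow-up dose series; inconclusive = inhibition above the set first-screen limit but never retested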;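 note: fluorescence reports GDP produced by GAP-driven GTP hydrolysis; strong numbers were not always called active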
# T cell modulator vesicle-bound % = recorded beside T cell modulator, whose call it bears; double positive events, %; measured here: CD8+ vesicle-bound cell fraction;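 binding gate set so that unloaded-vesicle control wells show 10% double positive cells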
# NTR1 ag cell count 20 µM = further read-out of NTR1 ag, marked with its call; cell count; measured here: cell count, cytotoxicity flag
# Dengue-2 NS5 capping pilot replicate = also measured in Dengue-2 NS5 capping; calls as there; inhibition, %; measured here: pilot screen replicate inhibition
# * hit, by the source's call; i = inactive; ? = inconclusive; . = not tested or not shown; [ ] = dose if it differs, or a comment.
SMILES,Dengue-2 NS5 capping,Large T inhibition,West Nile antiviral,RSV CPE inhibition,NTR1 ag,NTR1 ag cell count 20 µM,T cell modulator,T cell modulator vesicle-bound %,Salmonella PhoP GFP,K1F lysis inhibition,MgcRacGAP inhibition,others
O=C(CCNS(=O)(=O)c1ccc(Cl)cc1)NCc1ccccn1,1%,3%,0.4%,-0.3%,-0.5,65,i,36,9%,0.8%,6%,
Cc1ccc(NC(=O)CSc2nnc(-c3ccccn3)n2C)cc1,-3%,3%,0.1%,0.5%,5.5,82,i,10,-3%,0.1%,9%,
C=CC[C@@H](CC(=O)NCCO)C(=O)N[C@H](COC(=O)[C@@H](CC=C)Cc1ccc(F)cc1)Cc1c[nH]c2ccccc12,-7%,.,.,.,2.3,49,i,16,.,0.1%,9%,Dengue-2 NS5 capping pilot replicate=-6.1
COc1cccc(C(=O)OCC(=O)NC23CC4CC(CC(C4)C2)C3)c1,-5%,.,.,.,6.1,48,i,45,.,-0.5%,-1%,
Cc1cnc(C(=O)OCC(=O)Nc2oc(-c3ccccc3)c(-c3ccccc3)c2C#N)cn1,2%,.,?,8.4%,3.2,78,i,7,4%,-0.9%,7%,
COc1ccc(NC(=O)Nc2ccc3c(c2)N(C)C(=O)CS3)cc1OC,-7%,7%,-0.2%,2.2%,0.1,73,i,43,8%,-2.1%,9%,
CC(C)NC(=O)COC(=O)C1CSC2(c3ccc(Br)cc3)CCC(=O)N12 (stereo not given),-13%,9%,-0.1%,1.9%,0.1,47,i,43,-7%,-0.1%,3%,
CN(CC(=O)Nc1ccc(F)cc1)C(=O)COc1ccccc1Cc1ccccc1,-8%,13%,.,11%,0.4,72,i,20,-2%,-0.6%[50 µM],-6%,
CN1/C(=C\C(=O)COC(=O)CNC(=O)c2ccc3ccccc3c2)C(C)(C)c2ccccc21,-15%,-1%,3.3%,7.9%,4.2,80,i,48,-6%,1.5%,3%,
CCCCCC(NC(=O)C1CCN(C(=O)[C@@H](NS(=O)(=O)c2ccc(C)cc2)C(C)C)CC1)C(=O)O (stereo not given in full),1%,0%,0.6%,0.6%,-0.6,96,i,36,-21%,-1.6%,-13%,
O=c1c2cnn(-c3ccccc3)c2nc(-c2cccs2)n1-c1ccc(Br)cc1,-3%,1%,0.2%,-0.4%,12,44,i,56,-8%,0.1%,9%,
CCCCCCCCNC(=O)c1ccc(C)cc1,.,2%,0.1%,2.3%,-0.1,47,i,62,6%,.,.,

# Next section, overlapping the part above by 2 compounds.
SMILES,Dengue-2 NS5 capping,Large T inhibition,West Nile antiviral,RSV CPE inhibition,NTR1 ag,NTR1 ag cell count 20 µM,T cell modulator,T cell modulator vesicle-bound %,Salmonella PhoP GFP,K1F lysis inhibition,MgcRacGAP inhibition,others
O=c1c2cnn(-c3ccccc3)c2nc(-c2cccs2)n1-c1ccc(Br)cc1,-3%,1%,0.2%,-0.4%,12,44,i,56,-8%,0.1%,9%,
CCCCCCCCNC(=O)c1ccc(C)cc1,.,2%,0.1%,2.3%,-0.1,47,i,62,6%,.,.,
c1ccc(Cc2noc(CN3CCCC(CN4CCOCC4)C3)n2)cc1 (stereo not given),-1%,10%,-0.4%,-0.3%,0.3,46,i,28,2%,0.4%,1%,
CCCC1=Nc2cc(C(=O)NCCN3CCOCC3)ccc2Sc2ccccc21,0%,-6%,0.0%,-0.6%,-0.1,68,i,26,9%,0.3%,10%,
O=S(=O)(Nc1ncccn1)c1ccc(Cl)cc1,-6%,8%,0.6%,0.9%,-1.3,52,i,66,-3%,0.1%,-6%,Dengue-2 NS5 capping pilot replicate=-4.6
COc1ccc2c(c1)CC/C(=C/c1ccccn1)C2=O,-6%,15%,1.0%,-0.7%,7.1,75,i,58,-1%,-0.1%,1%,
Cn1c(=O)oc2cc(S(=O)(=O)NCCC(=O)NCc3ccccc3Cl)ccc21,11%,3%,0.1%,1.0%,-0.1,49,i,10,-3%,0.1%,7%,
O=C(CN1C(=O)NC2(CCCC2)C1=O)NCc1ccccc1,4%,.,.,.,1.5,37,i,34,.,2.5%[50 µM],-1%,
Cn1c(N)c(C(=O)COC(=O)[C@H](Cc2ccccc2)N2C(=O)c3ccccc3C2=O)c(=O)n(C)c1=O,-6%,12%,0.2%,1.8%,2.6,39,i,6,6%,0.9%[50 µM],13%,
CCOc1ccccc1-c1cc(C(=O)Nc2ccc(C(=O)O)cc2)c2ccccc2n1,8%,2%,0.5%,1.7%,0.8,71,i,37,4%,-0.1%,-4%,
NS(=O)(=O)c1cccc(NC(=O)c2cccnc2Oc2ccccc2)c1,-2%,4%,0.0%,-0.4%,0.9,63,i,32,-8%,4.9%,10%,
O=C(Cc1ccccc1)Nc1nc(-c2ccc(F)c(F)c2)cs1,-3%,10%,-0.5%,?,-0.3,65,i,49,-2%,0.2%,10%,
CCCCCCC(O)(c1ccc(OC)cc1)C(CN1CCOCC1)c1ccccc1 (stereo not given),-10%,0%,-0.8%,7.5%,12,91,i,32,7%,-1.4%[50 µM],5%,
CCOc1ccc(N(C(=O)c2ccc3c(c2)OCO3)C2C=CS(=O)(=O)C2)cc1 (stereo not given),-5%,2%,-0.1%,1.2%,0.6,56,i,68,0%,-0.1%,9%,
O=C(CN1CCN(c2nc(-c3ccc(F)cc3)cs2)CC1)Nc1ccc2c(c1)OCO2,1%,-13%,-0.1%,5.5%,2.1,84,i,48,25%,0.9%,13%,
O=C(Nc1ccc(C(F)(F)F)cc1)c1ccccc1-n1cnnn1,-12%,.,.,2.0%,2.1,46,i,32,.,0.6%[50 µM],1%,
Cc1ccc(CN(C(=O)COc2cccc(C)c2C)C2CCS(=O)(=O)C2)o1 (stereo not given),-2%,6%,-0.4%,1.8%,5.7,55,i,52,-1%,-0.3%,3%,
CCOC(=O)c1cnc(C(F)(F)F)nc1Oc1ccccc1,2%,7%,0.8%,1.2%,-0.1,48,i,25,5%,-1.8%,1%,
Nc1ccccc1N=c1ssnc1Cl,4%,2%,-0.3%,.,.,.,.,.,-7%,4.3%,23%,
c1cnc2c(SCc3ccc(-c4nnco4)cc3)cccc2c1,-6%,6%,0.6%,2.2%,-2.1,84,i,48,2%,-0.1%,6%,
CC1Cc2ccccc2N1S(=O)(=O)c1cccc(C(=O)OCC(=O)NC2CCS(=O)(=O)C2)c1 (stereo not given),-1%,4%,0.7%,1.8%,-1.4,49,i,39,-5%,0.7%,15%,
CCOC(=O)Cc1csc(NC(=O)c2cnc3sc(C)cn3c2=O)n1,1%,8%,-0.3%,6.3%,2.4,53,i,13,-6%,0.5%,12%,
COc1ccc(/C=C/C(=O)NC(=S)Nc2ccccc2C(=O)NC2CCCCC2)cc1,-5%,-2%,-0.5%,2.1%,0.6,52,i,25,-6%,1.9%,4%,
CC(C)c1ccc(C(O)c2nc3ccccc3n2C)cc1 (stereo not given),5%,-7%,-1.3%,11%,0.5,57,i,62,7%,-1.8%,3%,
Cn1c(=O)c2c(nc(N3CCCCC3)n2CC(O)COc2ccccc2)n(C)c1=O (stereo not given),-14%,7%,-0.4%,0.7%,1.4,58,i,65,1%,-0.8%,13%,
CC(=O)OCCCNc1cc(Sc2nc3ccccc3s2)c2nonc2c1[N+](=O)[O-],>100µM*,22%,1.6%,-3.7%,2.9,22,i,55,-2%,1.0%,12%,
O=C(Nc1ccccc1)C1CC(=O)N(Cc2ccccc2)C1 (stereo not given),0%,28%,-0.1%,2.1%,-0.2,74,i,32,2%,0.1%,8%,
N#Cc1ccncc1Sc1ccc(Cl)cc1,-4%,7%,0.4%,0.2%,-0.7,86,i,60,-6%,0.1%,8%,
O=[N+]([O-])c1ccc(Oc2ccc(S(=O)(=O)N3CCOCC3)cn2)cc1,3%,12%,.,11%,-0.3,67,i,25,8%,1.8%[50 µM],15%,
Cc1c(C(=O)N2CCN(S(=O)(=O)c3ccccc3F)CC2)oc2c(Cl)cccc12,-7%,.,.,>50µM*,9.8,56,i,47,.,0.7%[50 µM],-5%,
CC(CC(=O)NCCc1ccc(Cl)cc1)S(=O)(=O)c1ccc2c(c1)NC(=O)CO2 (stereo not given),-9%,11%,-0.4%,-1.3%,0.2,61,i,28,-7%,3.5%,11%,
COc1cccc(N2CCN(c3ccc4nnc(CCC(=O)Nc5ccc(C)cn5)n4n3)CC2)c1,-5%,11%,0.6%,5.1%,3.5,71,i,14,-7%,0.4%,14%,
O=C(C1=C(O)C(=O)N(c2ncccn2)C1c1ccc(Cl)c(Cl)c1)c1ccco1 (stereo not given),-4%,13%,-0.6%,0.9%,-1.9,47,i,13,-4%,0.6%,19%,
CCCn1c2c(c(=N)c3c1CCC3)CCCC2,0%,9%,?,2.0%,1.0,42,i,14,-1%,2.9%,-5%,
Cc1oc2c(CN3CCCC3)c(O)ccc2c(=O)c1-c1ccccc1,-5%,1%,1.1%,0.8%,0.4,58,i,55,3%,-0.8%,6%,
CC12CCC(C(=O)N3CCN(c4ccccc4)CC3)(CC1=O)C2(C)C (stereo not given),.,7%,0.4%,1.5%,-1.5,28,i,53,13%,.,.,
COCCCNC(=O)C1CCN(S(=O)(=O)c2ccc3nc4c(c(C(=O)O)c3c2)CCCCC4)CC1,-5%,8%,0.6%,1.1%,-0.3,61,i,1,-8%,0.0%,-7%,
CCOC(=O)c1cccc(NC(=O)CCOc2ccccc2)c1,-3%,5%,-0.1%,0.3%,-1.4,82,i,32,1%,-1.1%,6%,
COc1ccccc1NS(=O)(=O)c1c(C)nc2sccn2c1=O,1%,.,-0.6%,0.6%,-2.2,64,i,0,.,0.3%,-2%,
CCOP(=O)(OCC)/C(=N/OC(=O)c1ccc(Cl)cc1Cl)C(N)=O,-1%,19%,0.7%,2.9%,-0.5,49,i,56,-12%,-2.0%,-1%,
COc1ccc(CNCC(=O)Nc2ccccc2-n2cccc2)cc1,-7%,22%,-1.5%,-1.4%,0.3,41,i,15,10%,0.5%,37%,

# High-throughput results deposited in PubChem by several laboratories.
